XiGFP reactiv – activators of inactive X chromosome reactivation, primary screen, imaging, XiGFP fibroblasts, GFP high-content imaging, set 2 | XiGFP mouse fibroblasts, % GFP-positive cells imaging, 3 d; cells co-treated with 5-aza-dC sensitizer; scaled so ellipticine positive control = 100% | activation, % at 7.58 µM | 360,000 tested, 0.055% active | AID 743238, 2013;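 active = mean normalized replicate activation at least 10% and every replicate at or above 10%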;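 note: 0% = median of on-plate neutral control wells and 100% = ellipticine 6 µM median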
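assay system = SV40-immortalized XiGFP fibroblast cells, line 68-5-11 | buffer or medium = DMEM plus 5-aza-dC sensitizer | doses = single-point pinned compound dosing | times = 3-day compound exposure, then 15 min fixation at room temperature | benchmarks = positive control ellipticine, 6 µM final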
RAD52 inh – RAD52 DNA annealing inhibitors, primary screen, biochemical, FRET, single point, set 2. AID 651710, 2012. recombinant RAD52 DNA annealing, FRET fluorescence. 360,000 tested, 0.46% active. inhibition, % at 18.7 µM;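 active = every replicate showing at least 50% inhibition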
GSIS activator – GLuc luminescence reporter in INS-1E cells, primary screen for activators of glucose-dependent secretion of insulin | activation, % at 16.6 µM | 370,000 tested, 0.61% active | INS-1E GLuc reporter insulin secretion, 2-3 h;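 active = lowest replicate activation of at least 40%, so every replicate reaches that level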;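 note: 0% = median of neutral control wells and 100% = median of IBMX positive control wells; some compounds called inactive have numbers as strong as hits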
ARNT-TACC3 inh – disruptors of ARNT/TACC3 protein interaction, primary screen, biochemical, AlphaScreen, single concentration; AID 623870, 2012; AlphaScreen His-ARNT PAS-B/GST-TACC3 binding, luminescence; TACC3 fragment carries E629A point mutation; Transforming acidic coiled-coil-containing protein 3 (Homo sapiens), Q9Y6A5; 390,000 tested, 0.66% active; inhibition, % at 9.99 µM;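 active = mean inhibition of replicates at least 50% and at least half of replicates each reaching 50%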;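 note: 0% = complete ARNT plus TACC3 wells and 100% = ARNT alone without TACC3; many hits fall short of the cut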
esBAF inh – Bmi1 luciferase reporter increase in mESCs, primary screen, esBAF inhibitor project, mouse ES cells, Bmi1 luciferase knock-in, single point | 24 h; 100% = twice the neutral-well signal | reporter increase, % at 12.5 µM | 350,000 tested, 2% active; in the data active = activation above about 40%;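 note: 0% = median of the plate's neutral control wells and 100% = double that signal; a rise in the Bmi1 reporter signal indicates esBAF inhibition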
RAD54 inh – inhibitors of human RAD54 branch migration, primary screen, biochemical, fluorescence, single point; DNA repair and recombination protein RAD54-like (Homo sapiens), Q92698; RAD54 Holliday junction branch migration, FAM/BHQ fluorescence; inhibition, % at 10.4 µM; 360,000 tested, 0.14% active;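 active = mean normalized replicate activity at least 40 and at least half of replicates scoring 40 or more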;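 note: 0% = median of neutral control wells and 100% = median of positive control wells; inhibitors cause a drop in the FAM fluorescence signal; in these data hits start at about 50%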
ERAP1 inh – human ERAP1 aminopeptidase inhibitors, primary screen, biochemical, single point, plate reader; Endoplasmic reticulum aminopeptidase 1 (Homo sapiens), Q9NZ08; recombinant ERAP1, Leu-AMC fluorescence, 60 min; inhibition, % at 10.7 µM; 340,000 tested, 0.15% active; AID 652197, 2013;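 active = mean replicate inhibition of at least 30%, or all replicates individually reaching that 30% level; inactive = mean below 30% and not every replicate reaching it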;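 note: 0% = neutral control wells and 100% = L-leucinethiol positive control wells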
Target sequence (Q9NZ08 whole entry, looked up): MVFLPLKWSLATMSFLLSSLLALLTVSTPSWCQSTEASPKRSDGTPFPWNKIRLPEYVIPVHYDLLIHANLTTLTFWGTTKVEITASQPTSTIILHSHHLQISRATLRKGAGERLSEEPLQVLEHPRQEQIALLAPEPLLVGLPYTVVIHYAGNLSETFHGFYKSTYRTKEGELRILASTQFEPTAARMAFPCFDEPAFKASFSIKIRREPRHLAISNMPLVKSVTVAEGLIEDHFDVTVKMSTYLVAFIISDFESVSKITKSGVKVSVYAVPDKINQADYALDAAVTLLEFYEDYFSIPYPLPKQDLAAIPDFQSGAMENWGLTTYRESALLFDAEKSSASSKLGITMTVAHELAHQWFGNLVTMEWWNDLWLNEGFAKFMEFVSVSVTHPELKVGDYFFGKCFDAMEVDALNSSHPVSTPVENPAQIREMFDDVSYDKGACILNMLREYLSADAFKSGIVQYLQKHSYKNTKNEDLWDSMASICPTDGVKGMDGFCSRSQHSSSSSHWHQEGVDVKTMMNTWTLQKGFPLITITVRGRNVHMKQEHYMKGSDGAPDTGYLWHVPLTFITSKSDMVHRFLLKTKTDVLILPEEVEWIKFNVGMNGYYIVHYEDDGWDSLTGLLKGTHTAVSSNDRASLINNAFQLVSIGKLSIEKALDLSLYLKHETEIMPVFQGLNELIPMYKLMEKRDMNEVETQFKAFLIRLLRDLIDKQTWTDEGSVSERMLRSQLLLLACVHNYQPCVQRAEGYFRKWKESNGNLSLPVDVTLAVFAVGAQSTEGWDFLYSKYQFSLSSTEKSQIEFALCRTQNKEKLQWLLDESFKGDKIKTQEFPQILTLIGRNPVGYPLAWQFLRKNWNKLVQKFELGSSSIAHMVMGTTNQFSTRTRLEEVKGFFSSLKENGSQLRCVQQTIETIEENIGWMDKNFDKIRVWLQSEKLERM
F508del corr – F508del CFTR correction, initial screen, CFBE line, single point; activity (quench increase), % at 7.58 µM; 350,000 tested, 0.36% active; CFBE cells, YFP halide quenching; stimulated with forskolin plus potentiator P3; % fluorescence drop versus neutral controls;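 active = mean added fluorescence quench of at least 8% versus neutral control, with both replicates also reaching 8%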;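 note: cells transiently co-express mutant CFTR-F508del with the halide-sensitive YFP; corrector assay measuring rescue of mutant channel to the surface after 24 h compound exposure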
Active calls of the source: *; x = not tested or not shown; & = joins results of further samples.

Values run as follows: XiGFP reactiv | RAD52 inh | GSIS activator | ARNT-TACC3 inh | esBAF inh | RAD54 inh | ERAP1 inh | F508del corr
#1 C[C@@H]1CN([C@H](C)CO)C(=O)Cc2cc(NS(=O)(=O)c3ccccc3)ccc2O[C@@H]1CN(C)C(=O)Nc1ccc(F)cc1
    0.0 | 11 | -2 | -14 | 1 | -5 | 0 | 4.2
#2 O=C(CCNC(=O)c1ccccc1Cl)NCC1COc2ccccc2O1 (stereo not given)
    -0.1 | -8 | 3 | -5 | -2 | -5 | 7 | 1.1
#3 CC(=O)N1[C@H](C(=O)NC2Cc3ccccc3C2)[C@@H](CO)[C@@H]2Cn3c(ccc(-c4ccncc4)c3=O)[C@@H]21
    0.2 | -10 | 0 | -11 | -1 | 2 | 2 | x
#4 Cc1ccc(S(=O)(=O)N2CCC(C)CC2)c([N+](=O)[O-])c1
    -0.1 | -3 | 15 | 5 | x | 2 | -2 | -1.8
#5 CCc1ccc(NC(=O)c2cccc(NC3=NC4CS(=O)(=O)CC4S3)c2)cc1 (stereo not given)
    0.0 | -11 | -8 | -1 | 2 | -2 | 8 | -0.4
#6 CC(=O)Nc1ccc(NC(=O)C2CC(=O)Nc3ncnn32)cc1 (stereo not given)
    -0.1 | -12 | -9 | -7 | x | -2 | 0 | 1.8
#7 O=C(C[C@H]1CC[C@H]2[C@@H](COC[C@H](O)CN2Cc2cccc(-c3ccncc3)c2)O1)N1CCCCC1
    0.3 | 14 | -10 | 5 | 32 | 8 | -4 | -1.3
#8 O=C1/C(=C/c2ccccc2)N=C(N2CCOCC2)N1c1cccc(Cl)c1
    0.0 | -1 | x | -4 | x | 0 | 0 | 2.9
#9 CCN1CCCC(Sc2nc3c([nH]2)c(=S)n(C)c(=O)n3C)C1 (stereo not given)
    0.0 | -11 | 10 | 0 | x | x | -3 | 2.0
#10 O=C(CCNC(=O)c1ccc([N+](=O)[O-])cc1)Nc1cccc(S(=O)(=O)N2CCCCCC2)c1
    0.0 | -14 | -16 | 8 | -1 | -4 | 3 | -11
#11 COc1ccc(CCNC(=O)Nc2cccc([N+](=O)[O-])c2)cc1
    0.0 | -9 | -47 | -1 | 14 | -15 | x | -3.4
#12 CCOCCCNc1ncnc2c1nc1n2CCCC1
    0.0 | -5 | 0 | -3 | 5 | 4 | 1 | -1.9
#13 CC(C)NC(=O)N(C)C[C@@H]1Oc2cc(C#C[C@H](C)O)ccc2S(=O)(=O)N([C@@H](C)CO)C[C@H]1C
    -1.4 | -3 | 11 | 1 | 0 | -4 | 1 | 0.7
#14 COc1ccc2c3c(n(C)c2c1)[C@H](CO)N(Cc1ccncc1)CC31CN(C(=O)Cc2ccncc2)C1
    0.8 | -11 | -2 | x | x | x | -1 | -2.7
#15 CCOC(=O)C1CCN(c2c(NC3CCCc4ccccc43)c(=O)c2=O)CC1 (stereo not given)
    0.1 | 2 | 3 | -5 | -5 | -3 | 6 | 1.2
#16 C[C@@H]1CN([C@@H](C)CO)C(=O)CCCn2cc(nn2)CO[C@H]1CN(C)C(=O)c1ccc(N2CCN(C)CC2)cc1
    0.3&0.1 | 8&-9 | 17&7 | -1 | 1&0 | -1 | 2&-2 | 4.3&0.9&5.0
#17 O=C(C[C@@H]1CC[C@H]2[C@@H](COC[C@@H](O)CN2Cc2cccc(C(F)(F)F)c2)O1)NCc1ccncc1
    -0.1 | 3 | 7 | -3 | -4 | -5 | -1 | -2.5
#18 CCOC(=O)c1sc2nc(C)nc(NCc3ccc(F)cc3)c2c1C
    0.4 | -67 | -16 | -18 | 10 | -12 | 3 | -0.1
#19 CC(C)COc1ccc(Br)cc1CNC(C)(C)C
    0.5 | -5 | 51* | -2 | x | x | 0 | 2.5
#20 Nc1nc(NCCOCCO)nc(NCc2ccccc2)c1[N+](=O)[O-]
    0.0 | -12 | 10 | -2 | 12 | -4 | -6 | 0.1
#21 CNS(=O)(=O)c1cccc(C(=O)OCC(=O)c2ccc3[nH]c(=O)[nH]c3c2)c1
    0.0 | 15 | 41 | -16 | 1 | 9 | -5 | -2.1
#22 COc1ccc(NC(=O)Nc2ccc3c(c2)C(=O)N([C@@H](C)CO)C[C@H](C)[C@@H](CN(C)S(=O)(=O)c2cn(C)cn2)OCCCC[C@@H](C)O3)cc1
    0.0 | x | -5 | -1 | 0 | 3 | x | -3.9
#23 CN(Cc1ccccc1)C(=O)COC(=O)CN1C(=O)c2ccccc2C1=O
    0.1 | -7 | -14 | 3 | -5 | -6 | 0 | -3.5
#24 CC(=O)Nc1ccc(NC(=O)CSc2nc(=O)n(Cc3ccncc3)c3c2CCC3)cc1
    -0.1 | -13 | 7 | -1 | -8 | 0 | 0 | 0.4
#25 COc1ccc(NC(=O)Nc2ccc3c(c2)C(=O)N([C@@H](C)CO)C[C@@H](C)[C@@H](CN(C)C(=O)C2CCCCC2)OCCCC[C@@H](C)O3)cc1
    0.0 | -1 | -12 | -15 | 8 | 7 | 1 | -1.3
#26 CCOC(=O)N1CCN(C(=O)c2ccccc2NS(=O)(=O)c2ccc(C)cc2)CC1
    0.4 | -17 | 7 | 1 | -5 | 7 | 2 | 1.5
#27 COCC(=O)N1C[C@H]2[C@@H](c3ccccc31)[C@H](CO)N2Cc1ccccc1F
    0.0 | 13 | 12 | -15 | -5 | -8 | 1 | -0.3
#28 Cc1cc(=O)n2[nH]cc(-c3ccccc3)c2n1
    0.1 | -19 | 14 | 2 | 4 | 4 | -3 | -5.6
#29 CCOc1cc(N2CCOCC2)c(OCC)cc1NC(=O)COC(=O)COc1ccc(C#N)cc1
    0.5 | -6 | 28 | -1 | -6 | -9 | -1 | 1.6
#30 COC(=O)CSc1nc2sccc2c(=O)n1-c1ccccc1
    0.3 | -18 | 32 | -2 | x | -6 | 1 | 1.1
#31 Cc1ccc(NC(=S)NC(=O)Cc2ccccc2)c(O)c1
    0.2 | -11 | -3 | -15 | 13 | -3 | -3 | 2.2
#32 O=C(COC(=O)c1ccccc1-c1nc2ccccc2s1)NC1CCS(=O)(=O)C1 (stereo not given)
    0.0 | x | -2 | -3 | x | 2 | x | x
#33 NC(N)=NS(=O)(=O)c1ccc(NC(=S)NC(=O)c2ccccc2)cc1
    0.0 | -22 | 8 | -2 | -8 | -24 | 1 | -0.2
#34 Cc1ccc(NC(=O)N2CCCC2C(=O)NCc2ccc3c(c2)OCO3)cc1 (stereo not given)
    0.1 | 4 | 4 | -4 | -11 | 0 | -2 | -6.2
#35 O=c1cc(-c2ccccc2)ss1
    -0.1 | -10 | 6 | 0 | -4 | 4 | -2 | -3.6
#36 Cc1cccn2c(=O)c3cc(C(=O)NC4CCCCC4)sc3nc12
    0.3 | -13 | 1 | 1 | 8 | -7 | 0 | 0.8
#37 COC(=O)c1ccc2nc(-c3cccc(Cl)c3)c(Cc3cccc(Cl)c3)n2c1
    0.1 | -53 | -12 | x | x | x | x | 0.4
#38 C[C@@H]1CN([C@@H](C)CO)C(=O)c2cc(NC(=O)CCN3CCOCC3)ccc2O[C@@H]1CN(C)Cc1ccc(C(F)(F)F)cc1
    0.1 | -23 | 6 | 6 | -1 | 3 | -2 | -0.9
#39 COc1cccc(CNC(=O)CCC2CCCN(c3cc(C)nc(N4CCCC4)n3)C2)c1 (stereo not given)
    0.0 | -16 | -9 | 3 | x | x | -1 | -4.0
#40 C[C@H](CO)N1C[C@H](C)[C@H](CN(C)C(=O)Nc2cccc(C(F)(F)F)c2)OCc2cnnn2CCCC1=O
    -0.1&-0.2 | -3&3 | -12&-15 | 6 | -5&-3 | 6&1 | -5&1 | -0.7&-0.4
#41 CN(CCc1ccccc1)C(=O)c1cccc(NC(=O)Cc2ccc([N+](=O)[O-])cc2)c1
    0.0 | -93 | -3 | 0 | 2 | -4 | -2 | 1.6
#42 CC1=C(C(=O)NC(C)C)C2(CCC(C)CC2)OC1=O (stereo not given)
    0.1 | 8 | x | -5 | -4 | 1 | -3 | 3.6
#43 COc1ccccc1-c1cnc2c(c1)C(=O)N([C@H](C)CO)C[C@H](C)[C@@H](CN(C)C(C)=O)O2
    -1.6 | -2 | 23 | -6 | -4 | 2 | 0 | -3.7
#44 Cc1noc(C)c1NC(=O)N(C)C[C@@H]1Oc2c(NC(=O)C3CCCCC3)cccc2C(=O)N([C@@H](C)CO)C[C@H]1C
    -1.0 | 4 | -1 | 3 | -1 | -17 | 1 | 1.0
#45 C=CCSc1nc2ccsc2c(=O)n1-c1cccnc1
    0.0 | -8 | 4 | 1 | x | x | -9 | 1.5
#46 COc1cc(/C=C/C(=O)O)cc(S(=O)(=O)NCCCC(=O)O)c1OC
    0.0 | -4 | 4 | -7 | -6 | x | 0 | -0.2
#47 CCN(CC)S(=O)(=O)c1ccc(N/N=C(\C)c2ccncc2)nc1
    0.5 | -15 | 1 | 7 | -3 | -2 | -2 | -1.9
#48 CC1(c2cccc([N+](=O)[O-])c2)CC(C)(C)N(C(=O)c2ccccc2)c2ccccc21 (stereo not given)
    -0.1 | x | 3 | -7 | -15 | 1 | x | -2.2
#49 CC1(C)c2[nH]c3ccccc3c2C[C@H]2C(=O)N(N)CC(=O)N21
    0.2 | -3 | -2 | -4 | -9 | 0 | 0 | -1.9
#50 N#Cc1c(-c2ccccc2)nc(SCC(=O)Nc2nnc(C(F)(F)F)s2)[nH]c1=O
    0.0 | -6 | -9 | x | x | x | -7 | x
#51 CCCCC(OC(=O)c1ccco1)C(=O)NCc1ccc(C)cc1 (stereo not given)
    0.1 | -19 | 17 | 4 | 6 | 6 | -2 | -1.2
#52 CCOC(=O)c1c(C)[nH]c(C(=O)/C(C#N)=C/c2ccc(OC(F)F)c(OC)c2)c1C
    0.4 | -135 | x | 16 | x | x | 9 | x
#53 COc1ccccc1NC(=O)N1C[C@@H](O)COC[C@H]2O[C@H](CC(=O)NCCc3ccncc3)CC[C@@H]21
    0.2 | -17 | -3 | 2 | -1 | 3 | -1 | -0.8
#54 COc1ccc(C2N(c3ccc(Cl)cc3)N=C(C(C)=O)N(C)N2C(C)=O)cc1 (stereo not given)
    0.5 | -10 | 4 | 0 | x | x | -4 | -3.8
#55 O=C(O)c1ccc(Sc2nnnn2-c2ccccc2)c([N+](=O)[O-])c1
    x | -7 | -2 | -8 | -3 | -2 | -3 | x
#56 O=C(c1ccc(CNc2c(N3CCCC3)c(=O)c2=O)cc1)N1CCN(C2CCCCC2)CC1
    0.1 | 5 | x | 3 | -9 | -5 | 0 | -1.7
#57 Cc1cc(C(=O)N2CCN(c3ncccn3)CC2)c2cc(F)ccc2n1
    x | -14 | 19 | 3 | 12 | 0 | -6 | -2.4
